Screening results deposited in PubChem BioAssay by several laboratories.
TRPC4 act: opens the mouse TRPC4 cation channel | Q9QUQ5 | HEK293 TRPC4beta/mu-opioid, Fluo4 calcium fluorescence; hits give high values | B-score at 10 µM | hit rate 0.49% among 310,000 | AID 2237;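 active = B-score above 5 SD of library B-scores, and initial fluorescence ratio not above library mean plus 5 SD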;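 also: positive B-score marks a calcium rise read as TRPC4 activation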
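system = HEK293 cells stably co-expressing mouse TRPC4beta and mu-opioid receptor | schedule = Fluo4 dye loading 45 min at room temperature, 110 s recording | measure = B-scored integrated calcium fluorescence ratio | signal = Fluo4 calcium-sensitive dye fluorescence, kinetic, 1 Hz baseline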
HDAC3 inhib: inhibitors of human histone deacetylase 3; O15379; recombinant HDAC3, fluorogenic peptide/trypsin coupled, fluorescence; inhibition, % at 8.3 µM; hit rate 0.15% among 320,000; AID 2718; in the data active = inhibition above about 26%, passing the limit was not always enough
KCNQ1 block: inhibitors of human KCNQ1 potassium channel; P51787; CHO-K1 KCNQ1, FluxOR thallium flux fluorescence; hits give high values; B-score at 10 µM; hit rate 1.3% among 310,000; AID 2642;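 active = compounds whose thallium flux B-score, printed positive for inhibition, exceeds three library SD while starting fluorescence stays within three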;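 also: channel opened by potassium depolarization with thallium stimulus after 20 min compound exposure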
Target sequence (P51787 whole entry, looked up): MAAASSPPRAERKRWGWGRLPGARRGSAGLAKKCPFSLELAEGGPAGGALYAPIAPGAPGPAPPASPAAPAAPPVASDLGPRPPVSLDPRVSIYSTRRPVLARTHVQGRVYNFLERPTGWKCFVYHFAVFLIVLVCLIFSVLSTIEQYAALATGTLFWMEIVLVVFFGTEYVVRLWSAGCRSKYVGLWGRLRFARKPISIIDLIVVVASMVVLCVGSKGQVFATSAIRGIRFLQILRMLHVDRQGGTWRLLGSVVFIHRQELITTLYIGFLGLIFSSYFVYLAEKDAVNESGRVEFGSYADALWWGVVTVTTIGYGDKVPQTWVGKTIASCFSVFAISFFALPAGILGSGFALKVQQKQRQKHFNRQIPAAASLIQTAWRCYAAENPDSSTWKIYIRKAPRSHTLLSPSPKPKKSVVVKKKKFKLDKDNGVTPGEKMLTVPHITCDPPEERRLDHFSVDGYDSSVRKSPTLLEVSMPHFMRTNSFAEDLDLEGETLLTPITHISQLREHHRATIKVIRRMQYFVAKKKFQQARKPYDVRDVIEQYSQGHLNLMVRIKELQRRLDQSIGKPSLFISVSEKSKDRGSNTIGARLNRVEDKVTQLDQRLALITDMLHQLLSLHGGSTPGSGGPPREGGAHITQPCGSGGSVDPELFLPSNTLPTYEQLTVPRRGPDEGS
ANO1 activ: activators or potentiators of mouse TMEM16A chloride channel | B-score at 10 µM | Q8BHY3 | hit rate 0.3% among 340,000 | HEK293 TMEM16A/YFP-H148Q/I152L, iodide quench fluorescence; hits give low values | AID 623877;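 active = fluorescence-ratio B-score plate-corrected deviation score at least 3 library SD below zero, with starting fluorescence score within 5 deviations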;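 also: channel opened by trigger with iodide after compound preincubation; score built on the fluorescence ratio of max minus min over baseline; more negative score means more quench and so TMEM16A activation or potentiation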
KCNK3 block: human KCNK3 channel inhibition, primary screen; B-score at 10 µM; CHO-KCNK3 thallium flux, FluxOR fluorescence; hits give low values; hit rate 0.84% among 340,000; O14649;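 active = B-score under library mean minus 4 SD, starting fluorescence ratio at most library mean plus 5 SD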;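 also: more negative B-score means stronger inhibition of thallium flux through KCNK3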
KCNK9 inh: blocks the human KCNK9 two-pore domain potassium channel. Q9NPC2. HEK293 KCNK9, FluxOR thallium flux fluorescence; hits give low values. B-score at 10 µM. hit rate 1.2% among 310,000;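 active = ratio B-score over 3 SD below the library mean, with starting fluorescence within 5 SD of its mean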;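 also: negative B-score means less thallium flux so channel inhibition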
Target sequence (Q9NPC2 whole entry, looked up, the tested form may be a part): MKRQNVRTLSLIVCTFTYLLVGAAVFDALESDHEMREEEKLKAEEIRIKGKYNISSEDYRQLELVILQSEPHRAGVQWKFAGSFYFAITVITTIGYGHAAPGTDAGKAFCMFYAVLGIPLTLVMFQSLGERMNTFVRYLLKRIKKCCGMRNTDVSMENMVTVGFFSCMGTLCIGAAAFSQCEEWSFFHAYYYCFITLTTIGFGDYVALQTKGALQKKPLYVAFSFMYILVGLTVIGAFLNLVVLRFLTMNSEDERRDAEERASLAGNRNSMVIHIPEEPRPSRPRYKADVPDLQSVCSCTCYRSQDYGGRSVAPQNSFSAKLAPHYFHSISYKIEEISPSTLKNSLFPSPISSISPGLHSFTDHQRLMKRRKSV
hERG protect: shields human hERG channel from block by proarrhythmic agents | AID 1511 | CHO-hERG, FluxOR thallium flux, dofetilide IC70 present | Q12809 | hit rate 0.51% among 310,000 | activation (rescue from dofetilide block), less the hit threshold, % at 10 µM;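 active = activation above the mean of controls blocked by dofetilide plus 5 SD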;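 also: thallium influx through hERG after potassium depolarization seen as dye fluorescence rise; in these data hits start at about 4.7%; inactives centre near -7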
KCNQ1 pot: potentiators or activators of human KCNQ1 potassium channel; P51787; CHO-K1 KCNQ1, thallium flux FluxOR fluorescence; hits give high values; B-score at 10 µM; hit rate 0.35% among 310,000;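 active = fluorescence ratio B-score, a plate-corrected score, at least three library SD, with initial intensity B-score within 5 SD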
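System: CHO-K1 cells stably expressing KCNQ1 / Medium: assay buffer for compound exposure, DMSO matched across wells / Reagent: thallium- and potassium-containing depolarizing buffer / Compound: one concentration, matched DMSO / Incubation: 20 min compound pretreatment at room temperature / Measured by: kinetic FluxOR fluorescence, 10 s baseline plus 110 s post-stimulus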
TMEM16A inh: inhibitors of mouse TMEM16A calcium-activated chloride channel | HEK293 TMEM16A/YFP iodide influx fluorescence, ionomycin | normalized B-score (activity score, 25-100; higher = stronger inhibition) at 10 µM | hit rate 1.2% among 310,000 | AID 588511;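 active = ratio plate-corrected score three or more library SD toward inhibition, starting fluorescence score within five deviations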;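 also: score derived from kinetic fluorescence span divided by baseline fluorescence per well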
TRPC4 potent: TRPC4 (mouse) allosteric potentiation; AID 2227; HEK293 TRPC4beta/mu-opioid, DAMGO EC20, Fluo-4 Ca2+ flux; hits give high values; hit rate 0.42% among 310,000; Q9QUQ5; B-score at 10 µM;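 active = B-score of calcium response area above 5 SD of library B-scores, with initial fluorescence ratio within 5 SD of library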;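 also: B-score of integrated fluorescence ratio over time as area under calcium response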
Dyrk1A ADPGlo: blocks rat Dyrk1A kinase activity. Q63470. ADP-Glo luminescence, NFATc1 peptide. inhibition, % at 12.5 µM. hit rate 0.43% among 310,000; in the data active = inhibition above about 50%;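 also: plate controls were vehicle with enzyme for no effect and no enzyme for full effect; many of its hits are not listed in these tables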
* = called active by the depositor; i = inactive; · = not tested or not shown. The list is partial. The share of hits here may be higher or lower than overall.

1	S=c1[nH]nc(COc2ccccc2)n1/N=C/c1c(Cl)cccc1Cl
2	CCOC(=O)Cc1csc(NC(=O)CSc2nc(=O)[nH]c3c2CCC3)n1
3	O=S(=O)(NCc1ccccc1)c1ccc2ccccc2c1
4	O=C(CC1C(=O)NCCN1Cc1ccccc1C(F)(F)F)NCCN1CCCCC1=O (stereo not given)
5	COc1cccc(N2CCN(S(=O)(=O)c3ccc(-c4cnc(C5CC5)o4)cc3)CC2)c1
6	CC(OC(=O)c1cc2sccc2n1C)C(=O)NCc1ccc2c(c1)OCO2 (stereo not given)
7	CCCn1c2ccccc2c2nnc(SCC(=O)Nc3cc(C)on3)nc21
8	C#CCOCCOCCOCCNc1nc(N2CCOCC2)nc(N2CCN(C(=O)CCCCCCCCCCNC(=O)Cn3cc(CCCCCN)nn3)CC2)n1

Screen / compound no.,1,2,3,4,5,6,7,8
TRPC4 act,i,i,i,i,i,i,i,·
HDAC3 inhib,10,4,6,·,-4,-7,-5,1
KCNQ1 block,i,i,i,i,i,i,i,·
ANO1 activ,i,i,i,i,i,i,i,i
KCNK3 block,i,i,i,i,i,i,i,i
KCNK9 inh,i,i,i,i,i,i,i,·
hERG protect,-3,-10,-9,-8,-6,-8,-4,·
KCNQ1 pot,i,i,i,i,i,i,i,·
TMEM16A inh,i,i,i,i,i,i,i,i
TRPC4 potent,i,i,i,i,i,i,i,·
Dyrk1A ADPGlo,-4,-5,-1,-8,6,4,0,7

9	COc1ccc(C(=O)C2CCN(C(=O)Nc3ccccc3C)CC2)cc1
10	O=C(Nc1ccccc1)c1cc(S(=O)(=O)N2CCSCC2)ccc1Cl
11	CC1(C)CC(=O)c2sc(NC(=O)CN3C(=O)CCC3=O)nc2C1
12	N#C/C(=C/c1ccc(N2CCCCC2)o1)C(=O)Nc1ccc2ccccc2c1
13	O=C1/C(=C/c2ccco2)N=C(N2CCCCC2)N1c1ccccc1
14	C=CCn1c(C)cc(C2=NNC(=NC(C)(C)C)SC2)c1C
15	O=C(COC(=O)c1cc(Br)c(Br)s1)NCCC1=CCCCC1
16	CCOC(=O)C(Cc1ccccc1)C(=O)Nc1nccs1 (stereo not given)

Screen / compound no.,9,10,11,12,13,14,15,16
TRPC4 act,i,i,i,i,i,i,i,i
HDAC3 inhib,-2,-1,1,·,-8,9,-1,-6
KCNQ1 block,i,i,i,i,i,8*,i,i
ANO1 activ,i,i,i,i,i,i,i,i
KCNK3 block,i,i,i,i,i,i,i,i
KCNK9 inh,i,i,i,i,i,i,i,i
hERG protect,-3,-11,-10,-22,-6,-12,-8,-5
KCNQ1 pot,i,i,i,i,i,i,i,i
TMEM16A inh,i,i,i,·,i,i,i,i
TRPC4 potent,i,i,i,i,i,i,i,i
Dyrk1A ADPGlo,-3,-5,-11,1,1,2,3,-11

Records listed so far that bear a hit mark in KCNQ1 block.
| item | canonical_smiles | TRPC4 act | HDAC3 inhib | KCNQ1 block | ANO1 activ | KCNK3 block | KCNK9 inh | KCNQ1 pot | TRPC4 potent | Dyrk1A ADPGlo |
| --- | --- | --- | --- | --- | --- | --- | --- | --- | --- | --- |
| 14 | C=CCn1c(C)cc(C2=NNC(=NC(C)(C)C)SC2)c1C | i | 9 | 8* | i | i | i | i | i | 2 |

Following part
17	Cn1c(NC(=O)c2ccccc2F)cc(=O)n(C)c1=O
18	COc1ccccc1NS(=O)(=O)c1cc(-c2cc(C)no2)ccc1OC
19	CCCN(c1ccc(C(C)C)cc1)S(=O)(=O)c1c(C)[nH]c(=O)[nH]c1=O
20	O=C(Nn1cc(C(=O)N2CCN(c3ccccc3F)CC2)c2ccccc2c1=O)c1cnccn1
21	O=C(CCc1nnc2n(Cc3ccccc3)c(=O)c3ccccc3n12)NCCN1CCOCC1
22	CNC(=O)C1CC(=O)N(c2ccc(F)c(Cl)c2)C1 (stereo not given)
23	COC(=O)/C(=N\Nc1ccc(Cl)cc1)Sc1nnc(-c2ccc(OC)cc2)n1C
24	COC(=O)C1=C(C)N(C(C)C)C(=O)C1(NC(=O)C1CCCCC1)C(F)(F)F (stereo not given)

Screen / compound no.,17,18,19,20,21,22,23,24
TRPC4 act,i,i,i,i,i,i,i,i
HDAC3 inhib,4,-2,3,9,-9,1,1,-2
KCNQ1 block,i,i,i,i,i,i,i,i
ANO1 activ,i,i,i,i,i,i,i,i
KCNK3 block,i,i,i,i,i,i,i,i
KCNK9 inh,i,i,i,i,i,i,i,i
hERG protect,-14,-4,-9,-3,-4,0,-4,-4
KCNQ1 pot,i,i,i,i,i,i,i,i
TMEM16A inh,i,100*,i,i,i,i,i,i
TRPC4 potent,i,i,i,i,i,i,i,i
Dyrk1A ADPGlo,2,5,0,4,12,14,17,19

25	S=C(Nc1ccc(Cl)cc1)N1CCCC1
26	NC(=O)CSc1nc(-c2ccccc2)c(-c2ccccc2)o1
27	CCCNC(=S)N1CCC(NC(=O)Nc2ccc(C)cc2)CC1
28	COc1ccc(NC(=O)CCNS(=O)(=O)c2ccc(C)c(C)c2)cc1OC
29	Cc1cc(NC(=O)c2cc(-c3ccccn3)nc3ccc(Br)cc23)no1
30	CC(=O)N1CCc2cc(C(=O)CN3CCCCC3)ccc21
31	COc1ccc(N(Cc2ccccc2)S(=O)(=O)c2ccc(C)cc2)cc1
32	COc1ccc2cc(-c3nc4ccccc4n3C)c(=O)oc2c1

Screen / compound no.,25,26,27,28,29,30,31,32
TRPC4 act,i,i,i,i,i,i,i,i
HDAC3 inhib,-5,2,-4,0,-8,5,-5,8
KCNQ1 block,i,i,i,i,i,i,i,i
ANO1 activ,i,i,i,i,i,i,i,i
KCNK3 block,i,i,i,i,i,i,i,i
KCNK9 inh,i,i,i,i,i,i,i,i
hERG protect,-4,-6,-20,-3,-8,-1,-10,-4
KCNQ1 pot,i,i,i,i,i,i,i,i
TMEM16A inh,i,i,i,i,i,i,i,i
TRPC4 potent,i,i,i,i,i,i,i,i
Dyrk1A ADPGlo,4,1,-3,0,-1,0,0,12

Continued; the last 2 above are carried over.
31	COc1ccc(N(Cc2ccccc2)S(=O)(=O)c2ccc(C)cc2)cc1
32	COc1ccc2cc(-c3nc4ccccc4n3C)c(=O)oc2c1
33	CN(C)C=NC1=NN(c2cccc(C(F)(F)F)c2)CC1
34	Cc1nnc(SCc2c(Cl)cccc2[N+](=O)[O-])s1
35	O=C(c1ccccc1)c1cccn1CC(=O)N1CCc2ccccc2C1
36	O=C(COC(=O)C1(c2ccccc2F)CCCC1)NC1CCS(=O)(=O)C1 (stereo not given)
37	Cc1cccc(-c2nc(N)nc(N)n2)c1
38	COc1ccc(/C=N/NC(=O)CC(=O)NC2CCCCC2)cc1
39	COc1ccc(NS(=O)(=O)c2ccc(S(=O)(=O)N3CCOCC3)cc2)cc1
40	CC(NC(=O)Nc1ccccn1)N1C(=O)C2C3C=CC(C3)C2C1=O (stereo not given)

Screen / compound no.,31,32,33,34,35,36,37,38,39,40
TRPC4 act,i,i,i,i,i,i,i,i,i,i
HDAC3 inhib,-5,8,0,-2,0,5,-1,-1,0,10
KCNQ1 block,i,i,i,i,i,i,i,i,i,i
ANO1 activ,i,i,i,i,i,i,i,i,i,i
KCNK3 block,i,i,i,i,i,i,i,i,i,i
KCNK9 inh,i,i,i,i,i,i,i,i,i,i
hERG protect,-10,-4,-2,-5,-15,-2,-7,-9,-15,-8
KCNQ1 pot,i,i,i,i,i,i,i,i,i,i
TMEM16A inh,i,i,i,i,i,i,i,i,i,i
TRPC4 potent,i,i,i,i,i,i,i,i,i,i
Dyrk1A ADPGlo,0,12,5,-4,-3,7,33,-3,-2,3

41	CCCCCSc1nnc2c(n1)OC(C)N(C(C)=O)c1ccccc1-2 (stereo not given)
42	COc1cccc(CN2CCC(C(=O)N3CCN(Cc4ccc5c(c4)OCO5)CC3)CC2)c1OC
43	COc1ccc(NS(=O)(=O)c2cc(Br)cc3c2N(C(C)=O)CC3)cc1
44	CCCOC(=O)c1ccc(Oc2cn[nH]c2-c2ccc(OC)cc2O)cc1
45	CC(C)=C(NC(=O)c1ccccc1)C(=O)NCc1ccccc1
46	CCC(=O)N1CCc2cc(S(=O)(=O)N3CCN(C(=O)c4ccco4)CC3)ccc21
47	COC(=O)c1cccc(C23CC4(C2)[C@H](CN(Cc2ccc(-c5ccccc5)cc2)[C@@H]4c2ccccc2)C3c2ccccc2)c1 (stereo not given in full)
48	COc1ccc(/C=N/NC(=O)COc2cc(C)cc(C)c2)cc1COC(C)=O

Screen / compound no.,41,42,43,44,45,46,47,48
TRPC4 act,i,i,i,i,i,i,i,i
HDAC3 inhib,2,-2,-9,17,-4,11,-6,0
KCNQ1 block,i,i,i,i,i,i,i,i
ANO1 activ,i,i,i,i,i,i,i,i
KCNK3 block,-10*,i,i,i,i,i,i,i
KCNK9 inh,i,i,i,i,i,i,i,i
hERG protect,-11,-7,-2,-7,2,-4,-9,-9
KCNQ1 pot,i,i,i,i,i,i,i,i
TMEM16A inh,i,i,i,i,i,i,i,i
TRPC4 potent,i,i,i,i,i,i,i,i
Dyrk1A ADPGlo,4,1,-9,7,-3,-1,·,-1

Compounds listed so far with bromine, in the order listed:
15	O=C(COC(=O)c1cc(Br)c(Br)s1)NCCC1=CCCCC1
29	Cc1cc(NC(=O)c2cc(-c3ccccn3)nc3ccc(Br)cc23)no1
43	COc1ccc(NS(=O)(=O)c2cc(Br)cc3c2N(C(C)=O)CC3)cc1

Screen / compound no.,15,29,43
TRPC4 act,i,i,i
HDAC3 inhib,-1,-8,-9
KCNQ1 block,i,i,i
ANO1 activ,i,i,i
KCNK3 block,i,i,i
KCNK9 inh,i,i,i
hERG protect,-8,-8,-2
KCNQ1 pot,i,i,i
TMEM16A inh,i,i,i
TRPC4 potent,i,i,i
Dyrk1A ADPGlo,3,-1,-9

More structures follow.
49	COc1ccccc1CC(=O)O/N=C(\N)Cc1cccc2ccccc12
50	CCOC(=O)NC(Nc1ccc(OC)cc1)(C(F)(F)F)C(F)(F)F
51	Cc1cc(C)nc(CCNC(=O)c2cc(COc3ccccc3)on2)n1
52	O=C(NCc1ccccn1)Nc1ccc(Br)cc1Cl

Screen / compound no.,49,50,51,52
TRPC4 act,i,i,i,i
HDAC3 inhib,10,2,0,-6
KCNQ1 block,i,i,i,i
ANO1 activ,i,i,i,i
KCNK3 block,i,i,i,i
KCNK9 inh,i,i,i,i
hERG protect,-10,-3,-9,-10
KCNQ1 pot,i,i,i,i
TMEM16A inh,i,i,i,i
TRPC4 potent,i,i,i,i
Dyrk1A ADPGlo,2,-2,-7,-1
